# aGlu spleen mod – lysosomal alpha-glucosidase (human) modulation. P10253. human spleen homogenate, 4-MU-alpha-glucoside fluorescence. Potency, µM (series often up to 79.9 µM), without a hit: top-dose activity change, negative = inhibition, hits mostly inhibitors. actives 0.006% (n = 240,000);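 also: 0% = enzyme with vehicle and -100% = no enzyme basal signal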
#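 Compounds were titrated against alpha-glucosidase in spleen homogenate at pH 5.0, with 1 mM 4-methylumbelliferyl substrate for 40 min at 37 C. Reactions were quenched with pH 10 NaOH/glycine and fluorescence measured.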
# RGS12 GoLoco inh – RGS12 GoLoco-Gai1 interaction inhibition; AID 880; actives 0.44% (n = 230,000); P63096; Potency, µM (doses to about 61.6 µM), for the others: at the highest dose activity, negative = inhibition, most hits filed as inhibitors; Gai1:RGS12 GoLoco peptide FP, rhodamine, 10 min; active = well fitted inhibition curve with a large enough effect, not every such curve was filed as active; inactive = no such curve, though single readings can be large or run the other way; also: % is scaled to controls: 0 for no effect and ±100 for the full control effect; nearly all actives have a fitted effect of over 30% in size; many of its hits are not listed in these tables
# Target sequence (P63096 whole entry, looked up): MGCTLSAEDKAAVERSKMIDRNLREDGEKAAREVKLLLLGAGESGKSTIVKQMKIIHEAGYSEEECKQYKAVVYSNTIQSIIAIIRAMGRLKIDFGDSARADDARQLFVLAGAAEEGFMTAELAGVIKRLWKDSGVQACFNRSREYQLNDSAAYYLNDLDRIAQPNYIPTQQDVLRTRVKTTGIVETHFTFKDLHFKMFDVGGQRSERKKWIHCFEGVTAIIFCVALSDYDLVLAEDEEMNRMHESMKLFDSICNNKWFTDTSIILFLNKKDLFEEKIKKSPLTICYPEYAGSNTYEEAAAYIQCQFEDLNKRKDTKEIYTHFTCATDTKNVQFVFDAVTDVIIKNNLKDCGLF
# GAA inhib – alpha-glucosidase (human) inhibition; purified human GAA, 4-MU-alpha-glucoside fluorescence; Potency, µM (top dose mostly 76.9 µM), for the others: at the highest dose activity change, negative = inhibition, actives largely listed as inhibitors; actives 0.005% (n = 200,000);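 also: plate controls were uninhibited enzyme wells for no effect and no-enzyme background for full effect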
#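 Fluorogenic assay: 4 nM human alpha-glucosidase with 400 uM 4-methylumbelliferyl-alpha-D-pyranoside in 50 mM citrate/phosphate, 0.005% Tween-20, pH 5.0, 20 min at room temperature. Compounds tested up to 77 uM; AC50 from Hill fits.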
# GAA glycogen mod – alters human alpha-glucosidase cleavage of glycogen; P10253; recombinant GAA, glycogen substrate, Amplex Red glucose oxidase fluorescence; Potency, µM (titrated, usually from 76.4 µM), for inactives: at the top dose activity change, negative = inhibition, hits mostly inhibitors; actives 0.38% (n = 300,000);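 also: 0% = full enzyme reaction and -100% = no-enzyme basal signal; the screen sought inhibitors and activators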
#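 Recombinant enzyme (4 nM final) with compounds titrated up to 77 uM and bovine liver glycogen (30 ug) in citrate pH 5.0, 0.01% Tween-20, 37 C 40 min. Released glucose detected by Amplex Red/glucose oxidase (Ex 573/Em 610); AC50 from Hill fits.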
# IMPase Li inh – membrane-permeable IMPase blocker, potentiated with lithium; Potency, µM (highest dose often 59.4 µM), for the others: at the highest dose activity, negative = IMPase inhibition, actives largely listed as inhibitors; actives 0.35% (n = 210,000); CHO-M1 cells, IP1 TR-FRET (IP-One), carbachol + lithium; AID 1457;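 also: IP1 builds up when IMPase is blocked and the TR-FRET signal falls; plate controls were basal vehicle for no effect and high inhibitor control for full effect; nearly all actives have a fitted effect of over 50% in size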
#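 CHO cells stably expressing M1 receptor (2000/well, cultured 16–30 h) treated 30 min at 37C with compound plus low lithium. Cytosolic IP1 by TR-FRET (665/620 ratio and 620 channel) after 10 min lysis; AC50 by Hill fit.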
# HTT aggregate – reduces HttQ103-GFP aggregates in PC12 cells. PC12 HttQ103-GFP aggregates, Acumen cytometry, 40 h. Potency, µM (doses to about 46.1 µM), for inactives: top-dose activity change, negative = inhibition, actives largely listed as inhibitors. actives 1.1% (n = 220,000); also: % is scaled to controls: 0 for no effect and ±100 for the full control effect; nearly all actives have a fitted effect of over 60% in size
#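 Aggregate formation scored by laser-scanning cytometer (488 excitation, 500–530 emission) in lysed PC12 cells expressing Q103-GFP after 100 nM tebufenozide induction; library tested in dose series, with ATPLite reagent added in the multiplex.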
# HTT cytoprotect – protects HTT-Q103 PC12 cells, measured by ATP | PC12 HTT-Q103 induced, cytoprotection, ATP luminescence, 40 h | Potency, µM (top dose mostly 56.4 µM), inactives show cytoprotection (ATP increase), usual class: activators | actives 0.14% (n = 230,000);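 also: % of control where 0% means no effect; nearly all actives have a fitted effect of over 45% in size; toxic huntingtin expression switched on by the ecdysone agonist tebufenozide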
#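 PC12 cells with ecdysone-inducible HTT exon 1 Q103-GFP, induced with 100 nM tebufenozide and co-treated with library compounds in a dose series (1536-well, 1500 cells/well). Cytoprotection read as ATP content by ATPlite luminescence.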
# Active calls of the source: *; ? = inconclusive; / = not tested or not shown; [ ] = dose if it differs, or a comment. Unless noted, calls follow the shape of the dose curve; as a rule, active = well fitted curve in the direction sought with a large enough effect; inconclusive = small, poorly fitted or top-dose-only effect, or another doubt; inactive = no such curve, though single readings can be large; an effect the other way counts as inactive or inconclusive. Potency is read from the fitted curve at half-maximal effect.
SMILES	aGlu spleen mod	RGS12 GoLoco inh	GAA inhib	GAA glycogen mod	IMPase Li inh	HTT aggregate	HTT cytoprotect
O=C(C1=C[C@H](C2CCCCC2)C[C@H](OCc2ccc(CO)cc2)O1)N1CCN(Cc2ccccc2)CC1	4%	-7%	/	-15%	-1%	24%[9.22 µM]	37%[10 µM]
CCN(Cc1ccccc1)C(=O)CCCOc1ccccc1	0%	8%	3%	6%	-3%[38.3 µM]	-10%	-2%
COC(=O)Cn1c(C(=O)N2CCCC2)cc2c1C[C@H]1CN(C(=O)c3ccccc3)[C@@](Cc3ccccc3)(C(=O)OC)[C@@H]21	-2%	-6%	/	/	6%	/	5%
COc1ccc(NC(=O)c2cccc(Oc3ccc([N+](=O)[O-])cc3Cl)c2)cc1	-12%	-9%	-4%	4%	0%	2%	-4%[10 µM]
Cc1cc(C)n(CCc2nc(-c3ccc(F)cc3)cs2)n1	0%	-14%	-6%	9%	-5%	-16%	-13%[10 µM]
Cc1ccc(C2=CC(C)(c3ccc(C)cc3)Nc3nc(C(F)(F)F)nn32)cc1 (configuration not stated)	2%	8%	-9%	2%	10%	2%	17%[10 µM]
COC(=O)C1(S(=O)(=O)c2cccc3nsnc23)CC1	5%	-1%	-3%	-1%	5%	-11%	2%[10 µM]
CN1/C(=C/C=C(C#N)C#N)C(C)(C)c2ccccc21	-1%	273%[activator]	-3%	-3%	-9%	17%[9.22 µM]	1%[10 µM]
CC(C)(C)NS(=O)(=O)CC12CCC(CC1=O)C2(C)C (configuration not stated)	4%	-4%	-3%	2%	32%[38.3 µM]	4%	-4%
COc1ccc(C(=O)NNC(=O)CN2CCC(n3nnc4cc(C(F)(F)F)ccc43)CC2)cc1	-5%	6%	1%	1%	-8%	19%	26%[10 µM]
NC(=O)c1ncc(C(F)(F)F)cc1Oc1ccc(F)cc1	-3%	2%	0%	13%	-9%[38.3 µM]	1%	0%[10 µM]
NS(=O)(=O)c1ccc(CNC(=O)c2ccc(S(=O)(=O)C(F)F)cc2)cc1	7%	-7%	/	-3%	/	-24%[9.22 µM]	-8%[10 µM]

# Sorted by molecular weight (largest number first): part of the list above
SMILES	aGlu spleen mod	RGS12 GoLoco inh	GAA inhib	GAA glycogen mod	IMPase Li inh	HTT aggregate	HTT cytoprotect
O=C(C1=C[C@H](C2CCCCC2)C[C@H](OCc2ccc(CO)cc2)O1)N1CCN(Cc2ccccc2)CC1	4%	-7%	/	-15%	-1%	24%[9.22 µM]	37%[10 µM]
COC(=O)C1(S(=O)(=O)c2cccc3nsnc23)CC1	5%	-1%	-3%	-1%	5%	-11%	2%[10 µM]
CCN(Cc1ccccc1)C(=O)CCCOc1ccccc1	0%	8%	3%	6%	-3%[38.3 µM]	-10%	-2%

# The listing continues.
SMILES	aGlu spleen mod	RGS12 GoLoco inh	GAA inhib	GAA glycogen mod	IMPase Li inh	HTT aggregate	HTT cytoprotect
Cc1cccc2cc(CN(Cc3ccco3)C(=O)N3CCCC3)c(=O)[nH]c12	7%	4%	-7%	-4%	24%[38.3 µM]	-4%	7%
CCCCCCn1c(CN2CCCC(C)C2)nc2c1c(=O)n(C)c(=O)n2C (configuration not stated)	-1%	-8%	4%	-4%	7%	-16%	5%[10 µM]
O=C1NC(=NCc2ccccc2)S/C1=C\c1ccccc1	-6%	7%	-1%	16%	17%	6%	-1%[10 µM]
N#Cc1cccc(-n2c(-c3ccccc3)nnc2-c2ccccc2)c1C#N	-11%	8%	-6%	0%	26%[38.3 µM]	-17%	-20%
CCOC(=O)c1nc(-c2ccc3c(c2)OCO3)[nH]c1C	3%	0%	1%	-2%	8%	0%	-2%[10 µM]
Brc1cccc(-c2nnc(SCc3ccon3)n2-c2ccccc2)c1	6%	6%	-2%	16%	0%[38.3 µM]	-18%	7%
COC(=O)c1ccc(OC)c(CSc2nnc(COc3ccc(OC)cc3)o2)c1	-16%	4%	-11%	-11%	17%	9%	17%[10 µM]
O=C(NCCc1c[nH]c2ccccc12)c1cnc2n(c1=O)CCS2	2%	8%	2%	0%	4%	-20%	-5%[10 µM]
CC1CC(C)CN(CCOc2ccc(Br)cc2)C1 (configuration not stated)	0%	-3%	-4%	-2%	11%	9%	1%[10 µM]
CC(=O)COc1nc2c(c(-c3ccco3)c1C#N)CCc1ccccc1-2	3%	6%	/	-3%	/	-2%[9.22 µM]	1%[10 µM]
CN(Cc1nc(Cc2cccc(F)c2)no1)CC1CCOCC1	-1%	15%	?	-11%	4%	/	/
Cc1cc(C)cc(OCC(O)CN2CCN(Cc3ccc4c(c3)OCO4)CC2)c1 (configuration not stated)	0%	15%	1%	0%	3%	-26%	17%
Cc1ccc(C2(C)NC(=O)N(CC(=O)Nc3ccc4[nH]c(=O)[nH]c4c3)C2=O)cc1 (configuration not stated)	-3%	4%	/	6%	/	1%[9.22 µM]	-3%[10 µM]
O=C(CSc1nnnn1-c1ccccc1)Nc1ncc2c(n1)CC(c1ccco1)CC2=O (configuration not stated)	0%	-11%	-3%	0%	10%[38.3 µM]	8%	4%
CC(C)(C)c1ccc2c(c1)OC(C(=O)N/N=C\c1ccc(-c3cccc(C(=O)O)c3)o1)CO2 (configuration not stated)	-5%	-2%	/	-5%	/	4%[9.22 µM]	12%[10 µM]
Cc1c(CCOC(=O)C23CC4CC(CC(C)(C4)C2)C3)sc[n+]1Cc1ccccc1	-20%	5%	-11%	5%	33%[activator][38.3 µM]	?	-60%[inhibitor]
CCOc1ccc(CC(=O)Nc2cc(=O)n(C)c(=O)n2C)cc1	-1%	5%	-6%	-26%	-9%	3%	-29%
O=[N+]([O-])c1ccc(C[n+]2cccc3ccccc32)cc1	-1%	-15%	0%	7%	1%	-1%	8%[10 µM]
COc1ccc(CCNC(=O)c2cc3c(=O)n(C)c4ccccc4c3n2C)c(OC)c1	8%	20%	/	-2%	/	-3%[9.22 µM]	4%[10 µM]
COc1cc(NC(=S)NN2CCN(C)CC2)cc(OC)c1OC	-12%	6%	15%	-11%	0%	-2%[9.22 µM]	-12%[1.9 µM]
Cc1cccc2cc(CN(CCCO)C(=O)Nc3ccc(Cl)cc3)c(=O)[nH]c12	-7%	4%	2%	0%	4%	11%	-1%[10 µM]
Cc1oc(-c2ccccc2)cc1C(N)=O	5%	4%	-1%	-2%	3%	-5%	-17%[0.074 µM]
CCCOc1ccc(OCCSc2ncccn2)cc1	2%	4%	-13%	-1%	-2%	-1%	9%[10 µM]
C=CCNC(=O)CCCCCNS(=O)(=O)c1ccc(OC)cc1	5%	1%	1%	-3%	-1%[38.3 µM]	0%	-11%[0.074 µM]
COC(=O)c1c(-c2cccc(OC)c2)csc1N	2%	48%[activator]	7%	-6%	5%	3%	3%[10 µM]
COC(=O)c1ccccc1NC(=O)CCCn1nc([N+](=O)[O-])c(Br)c1C	2%	1%	-11%	8%	24%	-7%	-30%
CCOc1ccccc1CN1CCN(CC2=Cc3cc(OC)ccc3OC2)CC1CCO (configuration not stated)	-2%	11%	/	-8%	/	-9%[9.22 µM]	-7%[10 µM]
O=C1NCC(COCc2ccccc2)O1 (configuration not stated)	-13%	-11%	1%	-1%	14%[38.3 µM]	6%	21%[10 µM]
O=C(Nc1nc(-c2nc3ccccc3s2)cs1)C1COc2ccccc2O1 (configuration not stated)	0%	8%	-13%	2%	-23%	-22%	-44%[10 µM]
COCCn1c(C)cc2c(c1=O)C(c1ccco1)C(C#N)=C(N)O2 (configuration not stated)	0%	26%	10%	-2%	31%[38.3 µM]	-13%	-8%
O=C(C1CC1)n1cc(C(=S)N2CCOCC2)c2ccccc21	-5%	4%	-2%	5%	-3%[38.3 µM]	-11%	-9%
CC(C)/C=N/NC(=O)c1cc(Br)ccc1O	-3%	8%	10%	?	-3%	8.9µM*	20%[10 µM]
O=C(NC(NNc1ccc([N+](=O)[O-])cc1)(C(F)(F)F)C(F)(F)F)c1ccccc1Cl	-7%	-11%	?	?	35%[activator][38.3 µM]	?	-56%[inhibitor]
CC(C)C[C@H](NC(=O)c1nc[nH]c1C(=O)NCC(=O)OC(C)(C)C)C(=O)OCc1ccccc1	-7%	4%	/	-12%	/	28%[9.22 µM]	14%[10 µM]
O=C(CCCc1nc(-c2ccccc2Cl)no1)NC1CCCCC1	-7%	8%	2%	-1%	27%[38.3 µM]	-21%	-8%[0.074 µM]
CN(C)c1ccnc(Nc2ccc(F)cc2)c1C#N	1%	4%	/	-16%	-3%	-7%[9.22 µM]	-6%[10 µM]
O=[N+]([O-])c1cccc(S(=O)(=O)N2CCCCCC2)c1	-2%	4%	-2%	1%	8%	0%	/
CN(C)CCCN=Cc1c(O)n(Cc2ccccc2)c(=O)c2ccccc12	-1%	20%	-8%	5%	43%[activator][38.3 µM]	24%	-7%
N#CCCSCc1ccc(C(=O)O)o1	2%	8%	-4%	8%	17%[38.3 µM]	0%	18%[10 µM]
Cc1csc(NC(=O)CCS(=O)(=O)c2ccc(Br)cc2)n1	-3%	6%	0%	3%	16%[38.3 µM]	10%	-25%
O=C(CNCc1ccccc1Cl)NCc1ccco1	-4%	-7%	11%	-5%	0%	1%[9.22 µM]	18%
COc1ccc(NC(=O)N2CCCC3(CCN(C(=O)c4ccco4)CC3)C2)cc1	-9%	-10%	/	/	11%	/	-11%
COc1ccc(NC(=O)CN2CCN(CC(=O)Nc3ccccc3Cl)CC2)cc1	-14%	6%	4%	2%	2%[38.3 µM]	-5%	-21%
Cc1cc(Nc2ncc(Cl)cc2Cl)n(-c2ccccc2C)n1	-1%	15%	7%	1%	7%	-8%	-18%[10 µM]
N#Cc1cccc(-c2nc3cnc(N4CCOCC4)nc3n(Cc3ccc(F)cc3)c2=O)c1	4%	0%	/	/	2%	/	10%
CCSc1nnc2nc(C)cc(C)n12	-18%	1%	-3%	5%	27%[38.3 µM]	9%	9%
CCC(C)NC(=O)CSc1nc2ccccc2c(=O)n1Cc1ccc(OC)cc1 (configuration not stated)	-1%	0%	-1%	-1%	-22%[38.3 µM]	-15%	13%[10 µM]
CSc1ccc(C(=S)N2CCN(C(c3ccccc3)c3ccccc3)CC2)cc1	9%	-4%	-10%	-12%	9%[38.3 µM]	2%	2%
O=C1CCCC2=C1C(c1cccs1)n1nc(SCc3ccccc3F)nc1N2 (configuration not stated)	2%	5%	?	-2%	7%	-24%	9%[10 µM]

# These rows are one share of the data; rates above refer to the full screens.
